Compound activity: PubChem, National Center for Advancing Translational Sciences (NCATS)
Vif-APOBEC3F blk – inhibitors of Vif-A3F interaction | HeLa A3F-eYFP + Vif (tagged APOBEC3F with the HIV-1 protein that degrades it), YFP fluorescence increase | AID 602313 | 390,000 compounds, 0.2% hits | Potency, µM (series often up to 46.1 µM), for inactives: top-dose activity, negative = active; note: potency is the fitted concentration of half-maximal effect; % of control where 0% means no effect; nearly all actives have a fitted effect of over 65% in size
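HeLa cells stably expressing Vif plus C-terminally eYFP-tagged A3F were seeded, incubated overnight at 37 deg C, dosed with compound, incubated overnight again at 37 deg C. Yellow fluorescence (Ex 488/Em 500-530) reported blocked Vif-mediated A3F-eYFP degradation.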
GRP78 ERSR act – inducers of ER stress response in human glioma cells; U87-MG GRP78 promoter luciferase reporter, 16 h; 420,000 compounds, 0.02% hits; Potency, µM, for the others: at the top dose activation, actives largely listed as activators; note: potency is the fitted concentration of half-maximal effect; series mostly up to about 76 µM; % of control where 0% means no effect; nearly all actives have a fitted effect of over 35% in size
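Stably transfected U87-MG glioma cells carrying a GRP78-based luciferase sensor; 16 h compound incubation. Luminescence end-point read 10 min after Bright-Glo addition at room temperature.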
RXFP1 agonist – activates the human relaxin receptor RXFP1 | Q9HBX9 | HEK293T-RXFP1 cAMP TR-FRET, 30 min; response scale: percent of porcine relaxin response, buffer zero | Potency, µM (top dose mostly 57.5 µM), for the others: at the top dose activation, most hits filed as activators | 370,000 compounds, 0.3% hits | AID 2676; note: potency is the fitted concentration of half-maximal effect; % is set by controls: 0 for no effect and ±100 for the full control effect; nearly all actives have a fitted effect of over 60% in size; many of its hits are not listed in these tables
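HEK293 cells stably expressing RXFP1, treated 30 min at 37C with compounds plus PDE4 inhibitor Ro 20174; cAMP measured by HTRF TR-FRET. Normalized to buffer and 29 nM porcine relaxin; EC50 by Hill fit.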
D1 antag – human D1 dopamine receptor antagonism; HEK293 TREx D1 cells, calcium flux, dopamine EC80; hits give low values; activity change, negative = inhibition, % at 10 µM; 360,000 compounds, 3.2% hits; in the data active = activity change below about -30%; note: % is set by controls: 0 for no effect and ±100 for the full control effect
Target sequence (P21728 whole entry, looked up): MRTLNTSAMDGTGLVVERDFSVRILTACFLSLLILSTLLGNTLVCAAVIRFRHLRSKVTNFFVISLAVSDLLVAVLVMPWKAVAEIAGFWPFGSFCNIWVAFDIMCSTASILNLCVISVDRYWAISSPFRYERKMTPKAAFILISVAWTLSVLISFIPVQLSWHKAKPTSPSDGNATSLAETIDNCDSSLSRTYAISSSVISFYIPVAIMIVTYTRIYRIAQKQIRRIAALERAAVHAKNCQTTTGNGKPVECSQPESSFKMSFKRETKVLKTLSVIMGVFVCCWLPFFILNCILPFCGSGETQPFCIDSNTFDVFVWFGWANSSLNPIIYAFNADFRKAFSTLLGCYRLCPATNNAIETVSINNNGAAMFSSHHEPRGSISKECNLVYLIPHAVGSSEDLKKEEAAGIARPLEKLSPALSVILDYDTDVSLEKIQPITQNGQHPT
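Compound effects on dopamine-evoked calcium signalling were measured in tetracycline-induced HEK293 Trex D1 cells. Dopamine at EC80 followed a 180 s compound pre-read, and fluorescence was tracked kinetically for 180 s more.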
D1 ag – activates the human D1 dopamine receptor; activation, % at 2 µM; 360,000 compounds, 1% hits; HEK293 T-REx D1 cells, calcium flux, agonist mode; in the data active = activation above about 30%; note: 0% is about no effect
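Tetracycline-induced HEK293 TREx D1 cells, force-coupled to calcium signalling, were dye-loaded with a no-wash calcium kit. Compound was pin-added after a 10 s baseline. Fluorescence was read kinetically at 1 cycle/s for 180 s, with calcium rises flagged as agonism.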
D1 potentiator – enhances dopamine response at the human D1 receptor; P21728; HEK293 TREx D1 cells, calcium flux, dopamine EC20 potentiation; potentiation, % at 10 µM; 360,000 compounds, 0.036% hits; AID 504651; in the data active = potentiation above about 30%; note: 0% is about no effect
Vif-A3G inh – inhibitors of Vif-APOBEC3G interaction. Q9HC16. HeLa A3G-eYFP + Vif (tagged APOBEC3G with the HIV-1 protein that degrades it), YFP fluorescence, overnight. Potency, µM (series often up to 46.1 µM), for inactives: at the top dose activity, negative = active, most hits filed as inhibitors. 410,000 compounds, 0.076% hits;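 note: potency is the fitted concentration of half-maximal effect; % is set by controls: 0 for no effect and ±100 for the full control effect; nearly all actives have a fitted effect of over 60% in size; hits raise eYFP signal because A3G escapes Vif-driven loss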
Target sequence (Q9HC16 whole entry, looked up): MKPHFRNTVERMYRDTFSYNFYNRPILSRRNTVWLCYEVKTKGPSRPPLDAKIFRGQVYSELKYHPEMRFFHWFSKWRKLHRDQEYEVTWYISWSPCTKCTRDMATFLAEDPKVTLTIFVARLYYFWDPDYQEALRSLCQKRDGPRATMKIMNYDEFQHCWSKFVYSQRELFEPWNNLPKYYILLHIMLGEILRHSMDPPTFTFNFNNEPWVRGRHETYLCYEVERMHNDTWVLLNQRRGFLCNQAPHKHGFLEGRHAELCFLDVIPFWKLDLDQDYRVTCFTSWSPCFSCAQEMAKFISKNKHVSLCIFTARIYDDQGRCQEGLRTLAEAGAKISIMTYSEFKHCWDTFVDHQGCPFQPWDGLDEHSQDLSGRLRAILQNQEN
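HeLa cells stably expressing Vif and C-terminally eYFP-tagged A3G, seeded overnight at 37 deg C, then exposed to compound by pintool overnight at 37 deg C. Rise in yellow fluorescence (Ex 488/Em 500-530, Acumen) marks blocked Vif-driven A3G degradation.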
D2 potentiator – D2 dopamine receptor (human) potentiation; 340,000 compounds, 0.34% hits; AID 485347; HEK293 T-REx D2, calcium flux, EC20 dopamine potentiation; P14416; potentiation, % at 10 µM;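 active = potentiation over 3 SD above the plate norm, cut at about 30% in these data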; note: 0% is about no effect
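Primary screen. Calcium kinetics in induced HEK293 T-REx D2 cells: compound pre-addition 180 s, EC20 dopamine, 180 s more.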
LDHA inh – inhibitors of human lactate dehydrogenase A; activity change, % (values are at about 110 or 230 µM); purified LDHA, NADH/diaphorase-resazurin fluorescence; hits give low values; P00338; 480,000 compounds, 0.15% hits; AID 1347041; in the data active = activity change below about -30%; inconclusive = mostly about -25% to -30%;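 note: plate controls were DMSO wells for no effect and wells without enzyme for full effect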
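Enzyme activity of human lactate dehydrogenase 5 (2 nM; 0.06 mM NADH, 0.2 mM pyruvate, 5 min, RT) is measured via a resazurin/diaphorase fluorescence readout of residual NADH.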
The depositor's hits bear a star; ? = inconclusive; nt = no result given; & = joins results of further samples. Unless noted, calls come from the whole dose curve; as a rule, active = well fitted curve in the direction sought with a large enough effect; inconclusive = small, poorly fitted or top-dose-only effect, or another doubt; inactive = no such curve, though single readings can be large; an effect the other way counts as inactive or inconclusive. Some of the compounds tested; rates above refer to the full screens.

Values run as follows: Vif-APOBEC3F blk	GRP78 ERSR act	RXFP1 agonist	D1 antag	D1 ag	D1 potentiator	Vif-A3G inh	D2 potentiator	LDHA inh
Cc1cc(C(=O)CSc2nnc(-c3cccs3)o2)c(C)n1-c1ccccc1
 : 6%	-6%	0.2%	-55*	2	2	-2%	-1	-7
N#Cc1cc2c(nc1SCC(=O)N1CCCCC1)CCCCC2
 : -9%	-1%	0.2%	2	0	-5	0%	-12	0
Cc1cc(C)n2nc(SCC(=O)NC(=O)c3ccccc3Cl)nc2n1
 : -10%	-3%	5.2%	-1	4	nt	-5%	9	-13
FC(F)(F)c1ccc(CN2C[C@@H]3C(c4ccccc4)C4(c5ccccc5)CC3(C4)[C@H]2c2ccccc2)cc1 (some centres not stated)
 : nt	nt	0.0%	-18	3	3	nt	11	nt
CC(=O)Oc1ccc2c(=O)c(/C=N/c3cc(=O)[nH]c(=S)[nH]3)coc2c1
 : -14%	2%	-0.1%	4	2	-7	0%	-4	2
Cc1ccc(NC(=O)c2c(NC(=O)c3ccccc3Cl)sc3c2CCC3)cc1
 : -1%	-2%	1.3%	-2	3	-1	-5%	10	-5
CC(=O)Nc1cc2c(c([N+](=O)[O-])c1C)C(C)(C)CC2(C)C
 : 4%	-7%	nt	nt	nt	nt	-3%	nt	0
CS(=O)(=O)Nc1ccc(C2=NN(C(=O)c3ccco3)C(c3ccco3)C2)cc1 (configuration not stated)
 : 1%	-3%	-4.2%	8	5	-6	-25%	0	-8
COc1ccc(S(=O)(=O)NCC(c2cccnc2)N2CCN(Cc3ccccc3)CC2)cc1C (configuration not stated)
 : 2%	-5%	1.8%	-30	-1	-5	-14%	-8	-1
C[C@@H]1CN([C@H](C)CO)C(=O)CCCn2cc(nn2)CO[C@H]1CN(C)C(=O)Nc1cccc2ccccc12
 : 0%	-5%	nt	nt	nt	nt	-4%	nt	11
Cc1ccc(NC(=O)COC(=O)COc2ccc(Cl)cc2)c([N+](=O)[O-])c1
 : -10%	-5%	1.1%	3	7	-9	0%	9	-1
CCCC(=O)N(Cc1cc2cccc(C)c2[nH]c1=O)c1ccccc1OC
 : -3%	-4%	3.5%	4	5	0	-1%	-1	-5
COc1cccc2cc(S(=O)(=O)c3ccc(C)cc3)/c(=N/NS(=O)(=O)c3ccc(C)cc3)oc12
 : 4%	-5%	-1.1%	7	2	-4	2%	7	-6
CCOc1ccccc1NC(=O)COC(=O)CSc1ccc(Cl)cc1
 : -11%	-2%	-0.1%	-6	6	-1	1%	1	-6
Cc1ccc2c(c1)OC(=O)CC2c1ccccc1 (configuration not stated)
 : 6%	-7%	0.5%	-9	1	-6	-1%	5	-3
CCC(CC)C(=O)N1CCN(Cc2ccc3c(c2)OCO3)CC1
 : 6%	-2%	1.1%	-2	1	-3	0%	-2	0
CC1=CC2(O)OCCN(CCO)C2=CC1=O (configuration not stated)
 : 1%	-2%	-1.1%	59	3	5	0%	19	25
C[C@@H]1CN([C@@H](C)CO)C(=O)CCCn2nncc2CO[C@H]1CN(C)S(=O)(=O)c1ccc(-c2ccccc2)cc1
 : 0%	-1%	nt	nt	nt	nt	0%	nt	-5
Cc1ccc2cc(C#N)c(N3CCCN(C(=O)c4cnccn4)CC3)nc2c1
 : 9%	-2%	1.5%	-10	0	0	-4%	nt	8
CCOc1ccc(NC(=O)C2CC(=O)N(c3ccc(C(C)C)cc3)C2)cc1 (configuration not stated)
 : -1%	-4%	-0.3%	9	-1	0	-2%	-21	1
Cc1ccc(/C=N/n2c(C)nnc2C)cc1
 : -2%	2%	0.0%	-17	1	-9	4%	3	-7
COc1ccc(S(=O)(=O)NCCc2c[nH]c3ccc(C)cc23)cc1
 : 8%	-3%	1.3%	3	9	-3	0%	-9	2
c1ccc(N2CCN(c3nc4cc5c(cc4s3)OCCO5)CC2)cc1
 : 0%	4%	0.8%	5	4	6	2%	-2	-7
COc1ccc(C(=O)OCC(=O)NCc2cccs2)c(OC)c1OC
 : -3%	0%	nt	nt	nt	nt	0%	nt	1
Cc1nonc1NC(=O)c1ccccc1Br
 : 2%	0%	-0.2%	-9	2	-2	-1%	-10	1
CCOC(=O)C1=C(O)CCn2c1nc1ccccc12
 : -1%	-3%	-0.1%	-4	4	-1	2%	nt	10
CN1CCCN(C(=O)c2c(F)cccc2Cl)CC1
 : 6%	-3%	6.0%	-13	3	-3	-10%	-21	-10
COc1cc(C(=O)OCc2ccc(C)cc2)cc(NC(=O)c2cccs2)c1OC
 : -16%	-7%	4.4%	20	2	2	-7%	20	-9
Cn1c(=O)c2c(nc(SCc3ccccc3F)n2C)n(C)c1=O
 : 9%	-1%	8.7%	4	4	2	0%	6	-4
COC(=O)c1ccccc1NC(=O)c1cn(-c2ccc(C)c(C)c2)c(=O)c2ccccc12
 : -13%	-5%	5.6%	7	3	0	-1%	6	-4
CCCN(C(=O)c1cc2ccc3cccnc3c2[nH]1)c1ccc(F)cc1
 : 6%	2%	0.6%	-9	5	4	5%	1	-4
CCCc1cc(NC(=O)COC(=O)c2ccc(O)cc2O)n(-c2ccccc2)n1
 : 0%	-2%	nt	nt	nt	nt	1%	nt	-1
CC(C)c1nnc(NC(=O)C2CC(=O)N(CCc3ccc(F)cc3)C2)s1 (configuration not stated)
 : 5%	-6%	-1.3%	-5	3	-6	-6%	-4	-7
CCc1ccc(-c2cc3c(=O)n(CC(=O)N4CCCC4)nc(C)n3n2)cc1
 : 3%	7%	3.1%	16	2	2	-1%	-8	-1
CN1CCN(C(=O)N(c2ccccc2)c2ccccc2)CC1
 : -21%	-7%	nt	nt	nt	nt	0%	nt	0
CCc1ccc(C(=O)N2CCN(c3ccc(NC(=O)c4cccnc4)cc3)CC2)cc1
 : -15%	-5%	-1.4%	-7	6	0	0%	-3	-5
COCCNc1nc2nonc2nc1N1C[C@H]2CC[C@H]1C2
 : 1%	4%	5.0%	-3	0	-4	1%	-6	0
Cc1cc(NC(=O)CN2CCC(O)(c3cccc(F)c3)CC2)no1
 : -5%	-1%	1.8%	2	2	-2	0%	-14	-4
CC(Cc1cccs1)NC(=O)c1cccc(Cl)c1 (configuration not stated)
 : 10%	17%	-0.9%	-23	5	-5	-7%	-6	-1
O=Cc1c(Cl)cccc1Cl
 : 3%	-1%&-1%	1.7%	nt	-1	-3	-2%	0	-6
CCOC(=O)C1CCN(C(=O)COc2ccc(C(=O)c3ccccc3)cc2)CC1
 : 0%	-6%	nt	nt	nt	nt	-6%	nt	-12
Cc1ccc(C(=O)NCCCn2ccnc2)o1
 : 1%	-5%	0.8%	18	0	-7	-2%	nt	0
O=C(NCCN1C(=O)S/C(=C/c2cccnc2)C1=O)c1cccs1
 : -8%	-3%	0.4%	-4	0	3	-11%	2	4
CC(Oc1ccc(Br)cc1Br)C(=O)Nc1cccnc1 (configuration not stated)
 : 1%	0%	-0.6%	-2	14	-5	-4%	1	0
CC1CCN(c2nc3c(c(=O)[nH]c(=O)n3C)n2CC(C)CSc2nnnn2-c2ccccc2)CC1 (configuration not stated)
 : -5%	-3%	1.0%	20	1	1	0%	5	0
CCCC(c1nnnn1C1CCCCC1)N1CCN(C(=O)c2ccco2)CC1 (configuration not stated)
 : 9%	-2%	-0.7%	17	3	1	-1%	-3	-14
CC(C)NC(=O)Nc1ccc2c(c1)C(=O)N([C@H](C)CO)C[C@H](C)[C@@H](CN(C)C(=O)Nc1ccccc1)O2
 : 1%	-5%	nt	nt	nt	nt	1%	nt	-3
COc1cccc(-n2nc3c(-n4ncc(C#N)c4N)nnc(C)c3c2C)c1
 : 1%	-2%	?	6	-3	6	-2%	21	0
Cc1ccc(C(C)C)cc1OCCCCN1CCCC1
 : 0%	-3%	-0.8%	6	4	2	0%	-18	-9
N#C/C(=C\c1cc2ccccc2nc1N1CCOCC1)C(=O)Nc1ccc(N2CCOCC2)cc1
 : 1%	-3%	-0.1%	11	1	-2	2%	17	3
CC(C)(C)NC(=O)c1cccc(NC(=O)c2ccco2)c1
 : -13%	4%	2.5%	11	1	-6	-2%	-12	3
Fc1ccc(N2CCN(c3nc(CN4CCOCC4)nc4scc(-c5ccccc5)c34)CC2)cc1
 : 0%	-2%	0.3%	-46*	4	-2	-12%	-5	-5
Cn1nc(-c2ccccc2)c(/C=N/O)c1Cl
 : -10%	-6%	-0.2%	9	2	6	-6%	17	-12
CC(=O)Nc1cccc(/C(C)=N/N2C(C)CCCC2C)c1 (configuration not stated)
 : -2%	-3%	-1.2%	7	0	4	0%	2	-4
O=C(CSc1nnc(SCc2ccc(Cl)cc2)s1)c1ccc2c(c1)OCO2
 : 1%	-3%	1.0%	-12	10	-6	0%	5	-5
CN(C)CCCN(C(=O)c1ccco1)c1nc2ccc(F)cc2s1
 : 0%	2%	2.8%	-19	9	-3	2%	-13	-3
Cc1ccc(NC(=O)Cn2c(=O)nc(-c3ccccc3)c3ccccc32)cc1F
 : 3%	-1%	12%	-4	2	0	4%	7	-15
CC(OC(=O)c1ccc2ccccc2n1)C(=O)Nc1ccc(N2CCOCC2)cc1 (configuration not stated)
 : 9%	2%	-0.2%	-24	0	6	1%	11	4&15
O=C(NC(=S)Nc1ccc2c(c1)OCCO2)c1ccccc1F
 : -28%	-1%	1.1%	19	1	-4	-1%	-8	2
O=C(O)c1ccc([N+](=O)[O-])cc1-c1cc([N+](=O)[O-])ccc1C(=O)O
 : 7%	-4%	nt	nt	nt	nt	3%	nt	-2
COc1ccccc1NC(=O)c1ccc2c(=O)n3c(nc2c1)CCC3
 : 2%	4%	-0.9%	15	0	10	-1%	10	-5

An excerpt from above, showing only LDHA inh:
mol	LDHA inh
CC1CCN(c2nc3c(c(=O)[nH]c(=O)n3C)n2CC(C)CSc2nnnn2-c2ccccc2)CC1 (configuration not stated)	0
CCCC(c1nnnn1C1CCCCC1)N1CCN(C(=O)c2ccco2)CC1 (configuration not stated)	-14
